Screens deposited in PubChem BioAssay by Broad Institute.
SIRT5 inh: blocks human SIRT5 desuccinylation of peptide | Purified SirT5, succinyl-peptide AMC, trypsin-coupled fluorescence | inhibition, % at 15 µM | 330,000 tested, 1.1% active; in the data active means inhibition above about 15%; inconclusive means no clear call, values can overlap the other calls
Target sequence (Q9NXA8 whole entry, looked up): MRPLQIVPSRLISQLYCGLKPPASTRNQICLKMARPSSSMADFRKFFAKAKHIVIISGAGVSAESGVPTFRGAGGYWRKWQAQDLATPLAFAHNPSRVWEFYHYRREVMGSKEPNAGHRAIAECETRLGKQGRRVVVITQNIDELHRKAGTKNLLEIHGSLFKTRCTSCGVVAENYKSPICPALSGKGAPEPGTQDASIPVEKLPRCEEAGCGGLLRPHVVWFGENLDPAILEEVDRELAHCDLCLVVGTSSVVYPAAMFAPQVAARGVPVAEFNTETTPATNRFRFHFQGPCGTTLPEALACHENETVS
FN deposition inh: fibronectin deposition inhibition; 350,000 tested, 0.086% active; AH1F fibroblasts, Alexa488-fibronectin deposition fluorescence, overnight; inhibition, % at 12.6 µM; AID 743247;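 active means mean inhibition across replicates of 30% or more, regardless of how many single replicates reach that level; inconclusive means mean under 30% yet at least half of replicates reach 30%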;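 further: positive control wells lacked labelled fibronectin entirely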
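test system = AH1F fibroblasts assembling fluorescent fibronectin matrix | quantity = 10000 AH1F cells per well | buffer or medium = DMEM plus 2% serum, read in PBS | doses = single dose, pinned | incubation = 1 h cell attachment, overnight exposure to compound and label | detection = fluorescence at 485 nm excitation, 525 nm emission | read-out basis = inhibition from reduced deposited-fibronectin fluorescence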
S100A4 inh HTS: blocks human S100A4 binding to myosin IIA peptide | P26447 | S100A4/TAMRA-MyoIIA peptide fluorescence polarization | inhibition, % at 10.7 µM | 360,000 tested, 0.14% active;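 active means mean inhibition of at least 70% across replicates, with every replicate also reaching that level; inconclusive means mean inhibition reaches 70% but some replicates fall short; inactive means mean inhibition below 70%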
Target sequence (P26447 whole entry, looked up): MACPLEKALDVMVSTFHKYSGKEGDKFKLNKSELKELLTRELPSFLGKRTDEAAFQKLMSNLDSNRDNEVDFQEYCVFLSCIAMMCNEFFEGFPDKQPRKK
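assay system = human S100A4 monomer with TAMRA-labelled myosin IIA peptide | also added = labelled myosin peptide probe, 5 nM | incubation = 5 min between mix addition and reading | control set = DMSO and TFP controls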
esBAF inh: SWI/SNF esBAF complex inhibition; mouse ES cells, Bmi1-luciferase knock-in reporter, 24 h; 100% = twice the neutral-well signal; 350,000 tested, 2% active; reporter increase, % at 12.5 µM; in the data active means activation above about 40%; inconclusive means no clear call, values can overlap the other calls;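 further: 0% = median of the plate's neutral control wells and 100% = double that signal; a rise in the Bmi1 reporter signal indicates esBAF inhibition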
LGR2 inh: Drosophila LGR2 receptor signaling inhibition | inhibition, % at 9.99 µM | 380,000 tested, 0.35% active | AID 720647 | HEK293 LGR2, CRE-luciferase, bursicon-stimulated, 4 h;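 active means drop in luminescence signal, shown as inhibition above about 50% in the replicate tests, limit read from the data, passing the limit was not always enough; inconclusive means probably only some replicates passing the limit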;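 further: agonist challenge used bursicon conditioned medium at about half maximal strength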
C2C12 statin: suppression of simvastatin myotoxicity | C2C12 myotubes + simvastatin, ATP luminescence, 48 h; scaled: DMSO 0, geranylgeraniol control 100 | rescue of ATP level, % at 7.49 µM | 330,000 tested, 0.78% active | AID 602340;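 active means mean ATP rescue above about 67%, or every replicate alone reaching that limit, limit read from the data, passing the limit was not always enough; inconclusive means no clear call, values can overlap the other calls; inactive means mean under the limit and some replicate under it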;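 further: myotubes were challenged with 10 µM simvastatin during compound exposure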
Casp6 inh: inhibitors of human caspase-6; P55212; purified caspase-6, Z-VEID-R110 cleavage fluorescence; inhibition, % at 12.5 µM; 350,000 tested, 0.53% active;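 active means mean inhibition across replicates at least about 35%, with every replicate also reaching that limit, limit read from the data; inconclusive means only one of the two criteria met; inactive means neither criterion met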;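 further: 0% = median of neutral control wells and 100% = no fluorescence left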
Target sequence (P55212 24-179 limits assumed): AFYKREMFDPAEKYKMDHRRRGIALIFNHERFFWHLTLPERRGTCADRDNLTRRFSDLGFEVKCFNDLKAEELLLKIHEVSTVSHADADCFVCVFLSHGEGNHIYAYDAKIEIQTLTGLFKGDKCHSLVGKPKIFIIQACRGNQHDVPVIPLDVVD
Target sequence (P55212 194-293 limits assumed): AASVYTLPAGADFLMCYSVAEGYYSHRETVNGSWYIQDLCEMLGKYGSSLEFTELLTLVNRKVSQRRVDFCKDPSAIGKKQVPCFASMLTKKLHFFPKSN
Numbers without * were called inactive; ? = inconclusive; . = not tested or not shown. The list is partial (hit frequency here may not be typical).

Values run as follows: SIRT5 inh, FN deposition inh, S100A4 inh HTS, esBAF inh, LGR2 inh, C2C12 statin, Casp6 inh
CC(C)NC(=O)Nc1ccc2c(c1)C(=O)N(C)[C@H]1CC[C@H](CC(=O)Nc3ccccc3Cl)O[C@@H]1CO2
  -2, -10, -37, 0, 3, 20, 2
CC(C)N1CCN(c2ccc(S(=O)(=O)N3CCOCC3)cn2)CC1
  0, ., -4, 5, -6, 6, -3
O=C(CCCSc1nc2ccccc2[nH]1)NCc1ccccc1
  -2, -3, 0, ., -10, ., 2
Cc1ccccc1N1CC(=O)Nc2c(oc3nc(-c4ccccc4)cc(C)c23)C1=O
  6, 12, 1, -12, 4, -18, -1
CN(C)/C=C/C(=O)c1ccc([N+](=O)[O-])c(CS(=O)(=O)c2ccc(Cl)cc2)c1
  2, -11, ?, -1, -6, -7, 5
Cc1cccc(CN2C(=O)/C(=C\c3ccc(C(=O)NCCCN4CCN(C)CC4)cc3)Oc3ccccc32)c1
  -7, 7, 0, -12, 9, 30, -190
CC(=O)c1c(C)[nH]c(C(=O)Nc2ccc(C)c(S(=O)(=O)Nc3ccc(C)cc3C)c2)c1C
  -6, -3, 0, 5, 9, 23, -1
CC(NC(=O)c1cc(-c2ccncc2)nc2ccc(Cl)cc12)C1CCCO1 (configuration not stated)
  -3, 11, -2, ., -5, ., 2
Cc1ccc(NC(=O)COC(=O)C2=COCCO2)c([N+](=O)[O-])c1
  0, ., 1, ., 1, ., -3
COc1ccc2c3c(n(C)c2c1)[C@H](CO)N(CC1CCCC1)CC31CCN(C(C)=O)CC1
  -12, ., -30, ., -22, ., -4
COc1ccccc1C(=O)Nc1ccc2c(c1)C(=O)N(C)C[C@@H](OC)[C@H](C)CN(C)[C@@H](C)CO2
  6, 6, 7, 4, -2, 13, -2
COc1ccccc1N1CCN(C(=O)c2cc(=O)c3ccc(C)cc3o2)CC1
  -4, 0, -3, 0, -9, 7, 3
CCOc1ccccc1C(=O)NCC(=O)NCC(c1ccco1)N1CCCCC1 (configuration not stated)
  1, 4, -7, -3, 11, -5, -3
CCOc1ccc(C2=CSC3=NCCN23)cc1Cl
  0, -10, -3, -9, -6, 11, -3
CC(=O)Nc1ccc2c(c1)C(=O)N(c1ccc(C)cc1)C2=O
  ., 1, ., 34, ., 77*, .
CN(C)c1nc2c(c(=O)[nH]c(=O)n2C)n1Cc1ccccc1Br
  ., -4, ., -3, ., -5, .
Cc1nn(Cc2ccccc2)c(C)c1C(=O)NCCN1C(=O)S/C(=C\c2ccc(F)cc2)C1=O
  4, 4, 0, ., 8, ., -1
C[C@@H]1CN([C@H](C)CO)C(=O)c2cc(NS(=O)(=O)c3ccccc3)ccc2O[C@@H]1CN(C)Cc1ccc(C(=O)Nc2ccccc2N)cc1
  6, ., -45, -22, 14, 16, 0
COc1ccc(S(=O)(=O)N2CCOCC2)cc1NC(=O)COc1ccccc1OC
  0, 6, -3, 2, 8, -55, 0
CCOC(=O)NC(CC(=O)O)c1ccc(OC)c(OC)c1 (configuration not stated)
  ., -6, ., -12, ., 0, .
COc1ccc(C(=O)Nc2ccc3c(c2)C(=O)N(C)C[C@@H](OC)[C@@H](C)CN[C@H](C)CO3)cc1
  -3, 5, 5, 1, 4, -9, -1
O=C(COc1ccc(Br)cc1CNC1CCCCC1)NCCc1ccccc1
  -1, -6, -23, 3, 6, -25, 0
O=C(O)/C=C/C(=O)NCC1CCC(CNC(=O)/C=C/C(=O)O)CC1 (configuration not stated)
  5, -3, 1, ., 7, ., -6
CC(C)N(C(=O)COC(=O)[C@H](C)NC(N)=O)c1ccccc1
  1, ., 5, ., -3, ., -2
Cc1nn(CC(=O)Nc2ccccn2)c(=O)c2ccccc12
  -5, -3, 1, -4, ., ., -2
O=c1c(Br)c(N2CCCC2)cnn1-c1ccccc1
  ., ., ., 26, -22, -6, .
Cc1ccccc1OCC(O)CN(Cc1ccccc1O)C1CCCCC1 (configuration not stated)
  -4, ., -9, 3, 15, 4, 4
CO[C@H]1CN(C)C(=O)c2ccc(NC(=O)CC(F)(F)F)cc2OC[C@@H](C)N(C(=O)c2ccccc2F)C[C@@H]1C
  4, ., -38, ., 2, ., 1
CSc1nc(=O)n2cc(C)ccc2n1
  8, 1, -4, -3, -4, 2, 0
COc1ccccc1C(=O)N/C(=C\c1cn(S(=O)(=O)N(C)C)c2ccccc12)C(=O)N1CCCC1
  -9, 8, -9, -11, 14, -12, 9

Overlap with the part before: 2 compounds; new compounds follow.
Values run as follows: SIRT5 inh, FN deposition inh, S100A4 inh HTS, esBAF inh, LGR2 inh, C2C12 statin, Casp6 inh
CSc1nc(=O)n2cc(C)ccc2n1
  8, 1, -4, -3, -4, 2, 0
COc1ccccc1C(=O)N/C(=C\c1cn(S(=O)(=O)N(C)C)c2ccccc12)C(=O)N1CCCC1
  -9, 8, -9, -11, 14, -12, 9
Cc1ccc(NC(=O)C2(C)CCN2C(C)C)cc1C (configuration not stated)
  ., -5, 2, -6, 8, 0, -11
O=C(N/N=C\c1cccnc1)c1ccccc1O
  -1, -1, 1, 19, -17, -13, 2
C[C@@H]1CCCCO[C@@H](CN(C)Cc2ccc3c(c2)OCO3)[C@H](C)CN([C@H](C)CO)C(=O)c2cc(NC(=O)C3CCCCC3)ccc2O1
  -2, ., -6, -4, -19, -109, -4
COc1cccc(C(c2ccccc2)N2C3CCC2CN(S(=O)(=O)c2ccc(F)cc2)CC3)c1 (configuration not stated)
  -4, -7, -9, 12, 10, -3, 0
O=C1NC(Cc2ccc(O)cc2)c2nc3cc(Cl)ccc3c(=O)n2-c2ncccc21 (configuration not stated)
  1, 2, 1, 5, 15, 10, 25
C[C@@H]1CN([C@H](C)CO)C(=O)c2cc(C#CCN(C)C)cnc2O[C@@H]1CN(C)C(=O)Nc1cccc(F)c1
  1, ., 1, 0, 17, 8, -4
C[C@H](CO)N1C[C@H](C)[C@@H](CN(C)Cc2ccncc2)Oc2c(NC(=O)c3nc4ccccc4s3)cccc2C1=O
  ., ., 3, 5, -47, 4, 9
O=c1c2ccccc2cnn1Cc1ccc(Cl)c(Cl)c1
  -6, -4, -6, 7, -13, -1, 1
Nc1c(C(=O)OCC(=O)Nc2ccc(OC(F)F)cc2)[nH]c(=O)[nH]c1=O
  -1, 6, 6, -3, 4, 1, 3
COc1ccc2c3c([nH]c2c1)[C@H](CO)N(CC1CCOCC1)CC31CN(C(=O)C2CCOCC2)C1
  -4, ., -6, ., -2, ., 11
O=C(COC(=O)CCC(=O)c1ccc(Cl)cc1)NCc1ccc(F)cc1
  ., 2, -3, 9, ., 0, -3
Cc1ccc2c(c1)N(CC(=O)N1CCN(c3ccccc3)CC1)C(=O)C(C)O2 (configuration not stated)
  ., -18, 9, -13, -16, 9, 1
NC(=O)CC(NC(=O)c1cccc(Br)c1)c1ccc(NC2CCCCCCC2)c([N+](=O)[O-])c1 (configuration not stated)
  -5, 13, -3, -8, ., -8, 1
COc1ccc(C)cc1NC(=O)NNC(=O)C(C)Oc1ccc([N+](=O)[O-])cc1 (configuration not stated)
  2, 9, 0, ., 0, ., 3
CCN(CC)c1ccc([N+](=O)[O-])cc1C(=O)N1CCOCC1
  0, -2, -5, -1, 21, 3, 2
CCCOc1ccc(C(=O)CCCC(=O)c2ccc(OCCC)cc2)cc1
  0, 4, -5, 0, 11, -7, -1
CCOc1ccc2ccccc2c1/C=N/NC(=O)CNC(=O)C(c1ccccc1)c1ccccc1
  -5, 1, -3, ., 14, ., -6
C[C@@H]1CN([C@@H](C)CO)C(=O)c2cc(NC(=O)CCC(F)(F)F)ccc2O[C@@H](C)CCCCO[C@H]1CN(C)Cc1ccccc1
  ., 13, ., 1, 1, 19, .
Fc1cccc(NC(=S)N2CCc3ccccc32)c1
  0, ., -4, 10, 15, 1, -1
CCOC(=O)CN1C(=O)N(c2ccc(OC)cc2)[C@H]2CC3c4ccccc4C[C@]3(C)[C@@H](C(=O)N(C)C3CCCCC3)C[C@H]21 (some centres not stated)
  ., 1, 49, ., 16, ., -4
Cc1ccc2nc(-c3cccc(Br)c3)cc(C(=O)NC3=NCCS3)c2c1
  0, -12, 2, ., -31, ., -7
CC(OC(=O)c1ccco1)C(=O)Nc1ccc(C(F)(F)F)cc1 (configuration not stated)
  8, -2, -1, 10, 19, -7, -1
O=C(COc1cc(O)c2c(=O)cc(-c3ccccc3)oc2c1)c1cccc([N+](=O)[O-])c1
  0, -5, 0, 5, -2, -2, -1
CC(=O)Nc1ccc(S(=O)(=O)N(C)c2ccc(OCC(=O)OCC(=O)NCc3ccco3)cc2)cc1
  0, -8, -2, -4, -18, 3, -1
COc1cccc(NC(=O)N[C@H]2C=C[C@@H](CC(=O)N3CCN(C)CC3)O[C@@H]2CO)c1
  -4, ., -3, 3, 10, -1, 0
Cc1noc(C)c1S(=O)(=O)Nc1ccc2c(c1)C(=O)N([C@@H](C)CO)C[C@H](C)[C@@H](CN(C)C(=O)NC1CCCCC1)OCCCC[C@H](C)O2
  6, ., 11, 3, -14, -70, 2
Cc1cccc(C)c1-n1nnnc1C1(C)CCC(=O)N1Cc1cccnc1 (configuration not stated)
  ., -2, -9, ., 6, ., -1
N#CC(C(O)c1ccccc1)N1CCOCC1 (configuration not stated)
  -1, 1, -3, 6, 10, -13, 1
C[C@@H]1CN([C@H](C)CO)S(=O)(=O)c2ccc(-c3ccncc3)cc2O[C@H]1CN(C)Cc1ccc(Oc2ccccc2)cc1
  1, 17, -20, -33, 6, -96, 0
COc1ccc(NC(=O)Nc2ccc3c(c2)CC(=O)N([C@H](C)CO)C[C@@H](C)[C@@H](CN(C)Cc2ccc4c(c2)OCO4)O3)cc1
  7, ., -2, -2, 1, 0, 0
CO[C@H]1CN(C)C(=O)c2ccc(NC(=O)C3CCCCC3)cc2OC[C@H](C)N(Cc2nccs2)C[C@H]1C
  2, 5, -13, 3, 16, 1, 4
O=C(Nc1nnc([C@H]2C[C@H](O)[C@@H](CO)O2)s1)c1cccc(Cl)c1
  -4, 2, -1, -5, 2, -1, 22
O=C(NCCCO)c1nnc(Cc2c(F)cccc2Cl)o1
  ., -4, ., -8, ., 23, .
O=C(NCCCCc1ccccc1)c1ccccc1Br
  -3, -4, -3, ., -14, ., -4
C[C@@H]1CCCCO[C@@H](CN(C)S(=O)(=O)c2ccccc2)[C@H](C)CN([C@H](C)CO)C(=O)c2cc(NC(=O)Nc3ccccc3)ccc2O1
  7, 1, -19, 7, 1, ., -2
Cc1cc(C)c(C(=O)NC2CC(C)(C)Cc3c2cnn3-c2ccccc2)o1 (configuration not stated)
  -3, 4, 0, 0, 3, 48, -3
CC(C)(C)C(=O)CN1C(=O)NC2(CCc3ccccc32)C1=O (configuration not stated)
  0, 5, 22, 0, -4, 4, 0
O=C(NCc1cccnc1)c1ccccc1-c1ccccc1
  ., 4, 3, ., -2, ., 1
COc1cccc(C(=O)NCCS(=O)(=O)NCc2ccco2)c1
  -5, 3, 2, -7, 1, 4, 1
CSc1cccc(CN2CCC(CO)(Cc3ccccc3)CC2)c1
  -3, -7, 0, ., 18, ., 0
CCCN(CC(=O)Nc1ccccc1OC)C(=O)Cc1ccccc1F
  0, 9, -1, -1, 16, 1, -2
CCC(=O)Nc1cc2c(cc1Cl)-c1ccccc1C2
  -2, -4, -2, 39, -65, 6, -1
COc1ccc(C(=O)O/N=C(\N)c2ccncc2)cc1OC
  ., 1, ., 23, -19, 0, .
N#C[C@H]1[C@@H](c2ccccc2/C=C/c2ccccc2)[C@@H](CO)N1S(=O)(=O)c1ccccc1
  3, -14, 29, ., 16, ., 0
O=C(c1ccc(-c2ccccc2)cc1)C1CCCN(C(=O)c2ccncc2)C1 (configuration not stated)
  1, -8, -5, ., 9, ., 0
CC(C)NC(=O)CN1CCN(C(=O)CCl)CC1
  -1, 3, -4, ., -13, ., -9
